Assay outcomes deposited in PubChem by National Center for Advancing Translational Sciences (NCATS).
TrxR1 substrate: is turned over as a substrate by rat TrxR1; AID 588456; 390,000 tested, 0.01% active; Potency, µM (top dose mostly 114 µM), for the others: top-dose activity change, negative = substrate turnover; purified TrxR1 substrate turnover, NADPH consumption readout; O89049; note: potency is the fitted concentration of half-maximal effect; % is set by controls: 0 for no effect and ±100 for the full control effect; nearly all actives have a fitted effect of over 50% in size
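Rat TrxR1, dispensed at 90 nM, was prereduced with 400 uM NADPH (final) for 5 min at ~22 deg C, then incubated with compound 15 min before 400 uM selenite. A first-read NADPH fluorescence drop versus no-compound background flagged substrates.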
Vif-A3G inh: inhibitors of Vif-APOBEC3G interaction. Q9HC16. HeLa A3G-eYFP + Vif (tagged APOBEC3G with the HIV-1 protein that degrades it), YFP fluorescence, overnight. Potency, µM (highest dose often 46.1 µM), for inactives: at the top dose activity, negative = active, hits mostly inhibitors. 410,000 tested, 0.076% active;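 note: potency is the fitted concentration of half-maximal effect; % is set by controls: 0 for no effect and ±100 for the full control effect; nearly all actives have a fitted effect of over 60% in size; hits raise eYFP signal because A3G escapes Vif-driven loss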
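Read-out is eYFP fluorescence (Ex 488/Em 500-530) from Vif-expressing HeLa A3G-eYFP cells; more signal means A3G escaped Vif-mediated degradation. Cells plated overnight, compound pinned in, incubated overnight at 37 deg C.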
GRP78 ERSR act: inducers of ER stress response in human glioma cells; U87-MG GRP78 promoter luciferase reporter, 16 h; Potency, µM, for inactives: at the top dose activation, usual class: activators; 420,000 tested, 0.02% active; note: potency is the fitted concentration of half-maximal effect; series mostly up to about 76 µM; % of control where 0% means no effect; nearly all actives have a fitted effect of over 35% in size
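Stably transfected U87-MG human glioma cells carrying a GRP78-based luminescent sensor were seeded at 1000 cells/well, pin-dosed with compounds and incubated 16 h. Luciferase reagent was then added, and end-point luminescence was read after 10 min at room temperature.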
mIDH1 inhibitor: blocks human mutant IDH1 R132H enzyme; O75874; Potency, µM (top dose mostly 76.6 µM), for inactives: at the highest dose activity change, negative = inhibition, usual class: inhibitors; IDH1-R132H enzyme, NADPH consumption, diaphorase/resazurin fluorescence; AID 602179; 390,000 tested, 0.093% active; note: potency is the fitted concentration of half-maximal effect; % is set by controls: 0 for no effect and ±100 for the full control effect; nearly all actives have a fitted effect of over 65% in size
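IDH1-R132H (0.5 ug/mL dispensed) in pH 7.5 Tris buffer was preincubated 30 min with compound, then given a substrate mix of 0.016 mM NADPH and 2 mM alpha-KG for 80 min at room temperature; remaining NADPH was read by diaphorase/resazurin fluorescence.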
USP1-UAF1 inh: blocks the human USP1/UAF1 deubiquitinase complex | O94782 | recombinant USP1/UAF1, Ub-Rhodamine cleavage fluorescence | Potency, µM (top dose mostly 57.1 µM), without a hit: top-dose activity change, negative = inhibition, most hits filed as inhibitors | 390,000 tested, 0.23% active | AID 743255; note: potency is the fitted concentration of half-maximal effect; % is set by controls: 0 for no effect and ±100 for the full control effect; nearly all actives have a fitted effect of over 60% in size; inactives centre near -12
Target sequence (O94782 whole entry, looked up): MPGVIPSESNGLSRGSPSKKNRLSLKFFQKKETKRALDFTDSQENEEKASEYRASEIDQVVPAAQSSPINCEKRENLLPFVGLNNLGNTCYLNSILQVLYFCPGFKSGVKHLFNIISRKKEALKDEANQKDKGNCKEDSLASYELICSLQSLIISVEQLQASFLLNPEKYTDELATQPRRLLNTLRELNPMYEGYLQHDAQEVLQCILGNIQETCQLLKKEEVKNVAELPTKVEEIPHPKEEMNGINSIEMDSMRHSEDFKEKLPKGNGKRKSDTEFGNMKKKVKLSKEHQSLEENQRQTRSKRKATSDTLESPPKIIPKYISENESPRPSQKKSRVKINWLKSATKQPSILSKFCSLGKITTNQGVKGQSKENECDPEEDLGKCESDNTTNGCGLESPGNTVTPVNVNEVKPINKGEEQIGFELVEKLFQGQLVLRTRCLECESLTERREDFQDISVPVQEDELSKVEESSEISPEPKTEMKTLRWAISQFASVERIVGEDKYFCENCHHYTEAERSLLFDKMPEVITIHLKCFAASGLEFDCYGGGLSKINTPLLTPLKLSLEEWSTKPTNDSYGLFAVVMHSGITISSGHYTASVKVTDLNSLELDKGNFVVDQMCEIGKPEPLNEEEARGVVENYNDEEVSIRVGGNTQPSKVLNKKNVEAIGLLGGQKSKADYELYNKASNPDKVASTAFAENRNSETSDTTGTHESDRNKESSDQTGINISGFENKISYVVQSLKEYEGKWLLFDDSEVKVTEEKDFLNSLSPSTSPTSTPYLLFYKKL
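High-throughput fluorogenic screen: 1nM USP1/UAF1 complex, Ub-Rho substrate 150nM final, 50mM HEPES pH 7.8 with 0.5mM EDTA, 0.1 mg/ml BSA, 1mM TCEP and 0.01% Tween-20.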
Vif-APOBEC3F blk: inhibitors of Vif-A3F interaction. HeLa A3F-eYFP + Vif (tagged APOBEC3F with the HIV-1 protein that degrades it), YFP fluorescence increase. Potency, µM (highest dose often 46.1 µM), without a hit: top-dose activity, negative = active. 390,000 tested, 0.2% active. AID 602313; note: potency is the fitted concentration of half-maximal effect; % of control where 0% means no effect; nearly all actives have a fitted effect of over 65% in size
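Fluorescence increase (Ex 488/Em 500-530) after overnight compound treatment at 37 deg C flags inhibition of Vif-driven A3F-eYFP loss in stable HeLa A3F-eYFP/Vif cells seeded overnight beforehand.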
LDHA block: inhibitors of human lactate dehydrogenase A | activity change, % (values are at about 110 or 230 µM) | purified LDHA, NADH/diaphorase-resazurin fluorescence; stronger effect = lower value | AID 1347041 | 480,000 tested, 0.15% active; in the data active = activity change below about -30%; inconclusive = mostly about -25% to -30%;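 note: plate controls were DMSO wells for no effect and wells without enzyme for full effect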
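Remaining NADH was detected by diaphorase (0.133 mg/mL) converting 37 µM resazurin to fluorescent resorufin, read at 0 and 20 minutes. The preceding 5-minute room-temperature reaction used 2 nM LDHA, 0.2 mM sodium pyruvate and 0.06 mM NADH at pH 7.4.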
TrxR1 inh: blocks rat thioredoxin reductase 1. O89049. recombinant rTrxR1, NADPH fluorescence consumption, selenite substrate. Potency, µM (highest dose often 114 µM), without a hit: at the highest dose activity change, negative = inhibition, actives largely listed as inhibitors. 390,000 tested, 1% active. AID 588453; note: potency is the fitted concentration of half-maximal effect; % is set by controls: 0 for no effect and ±100 for the full control effect; nearly all actives have a fitted effect of over 65% in size
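Rat TrxR1 (90 nM in the dispensed reagent) was pre-reduced with 400 uM NADPH for 5 min at room temperature, then incubated with compound for 15 min. After 400 uM selenite was added, NADPH fluorescence (Ex 340/Em 450 nm) was followed for 8 min.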
RGS4 inh: inhibitors of human regulator of G protein signaling 4 | Transcreener GDP fluorescence polarization, RGS4-accelerated GTP hydrolysis | Potency, µM (series often up to 114 µM), for the others: at the top dose activity change, negative = inhibition, hits mostly inhibitors | 390,000 tested, 0.039% active | AID 504845 | P49798; note: potency is the fitted concentration of half-maximal effect; % is set by controls: 0 for no effect and ±100 for the full control effect; nearly all actives have a fitted effect of over 75% in size; some results filed as inactive show a strong effect at the top dose
Target sequence (P49798 whole entry, looked up): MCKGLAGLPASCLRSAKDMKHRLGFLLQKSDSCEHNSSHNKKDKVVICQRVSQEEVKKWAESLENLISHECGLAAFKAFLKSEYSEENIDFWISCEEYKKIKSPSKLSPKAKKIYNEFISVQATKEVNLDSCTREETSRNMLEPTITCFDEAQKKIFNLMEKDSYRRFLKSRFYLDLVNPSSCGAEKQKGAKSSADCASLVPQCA
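MLSMR compounds (23 nl, pin-transferred) preincubated 10 min at room temperature with a 500nM (2x) first reagent, then RGS4 at 900nM (2x) plus Transcreener GDP mix added; fluorescence polarization (620/688 nm) read before and after 90 min at 30 °C.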
* marks the source's active call; other numbers are inactive results; u = inconclusive; & = joins results of further samples; [ ] = another dose, or the depositor's remark. Unless noted, calls come from the whole dose curve; as a rule, active = well fitted curve in the direction sought with a large enough effect; inconclusive = small, poorly fitted or top-dose-only effect, or another doubt; inactive = no such curve, though single readings can be large; an effect the other way counts as inactive or inconclusive. A portion of the library (hit frequency here may not be typical).

The first 3 compounds, ahead of the listing:
Molecule | USP1-UAF1 inh | GRP78 ERSR act | Vif-APOBEC3F blk | Vif-A3G inh | LDHA block | RGS4 inh | TrxR1 substrate | TrxR1 inh | mIDH1 inhibitor
CCCCn1c(N)c(N(CCOC)C(=O)c2ccc(-c3ccccc3)cc2)c(=O)[nH]c1=O | -4.8% | -2.8% | 0.3% | -2.9% | -9.7 | -6.2% | -9.3% | -5.7% | 8.3%
CS(=O)(=O)N(CCc1ccccc1)CC(=O)N1CCN(Cc2ccccc2)CC1 | -11.1% | -1.6% | -0.4% | 8.0% | -3.1 | -22.7% | -0.5% | u | 2.9%
Cc1ccc(-c2nc3sc4c(N)ncnc4c3c3c2CCCC3)cc1 | -9.6% | -0.3% | -3.1% | -5.9% | 0.0 | u | 4.7% | 14.2% | 4.0%

All compounds of this part, previewed entries included:
Molecule | USP1-UAF1 inh | GRP78 ERSR act | Vif-APOBEC3F blk | Vif-A3G inh | LDHA block | RGS4 inh | TrxR1 substrate | TrxR1 inh | mIDH1 inhibitor
CCCCn1c(N)c(N(CCOC)C(=O)c2ccc(-c3ccccc3)cc2)c(=O)[nH]c1=O | -4.8% | -2.8% | 0.3% | -2.9% | -9.7 | -6.2% | -9.3% | -5.7% | 8.3%
CS(=O)(=O)N(CCc1ccccc1)CC(=O)N1CCN(Cc2ccccc2)CC1 | -11.1% | -1.6% | -0.4% | 8.0% | -3.1 | -22.7% | -0.5% | u | 2.9%
Cc1ccc(-c2nc3sc4c(N)ncnc4c3c3c2CCCC3)cc1 | -9.6% | -0.3% | -3.1% | -5.9% | 0.0 | u | 4.7% | 14.2% | 4.0%
COc1ccccc1CNc1ccc2nnc(CCNC(=O)c3ccc(C)cc3)n2n1 | -25.7% | -3.9% | 2.3% | -17.7% | -7.4 | -15.4% | 2.2% | 13.0% | -5.3%
COc1ccccc1N1CCN(C(=O)C2CCCN(c3ncnc4c3nc3n4CCCCC3)C2)CC1 (stereo not given) | -28.8% | 0.2% | 1.3% | -0.6% | 2.2 | -3.3% | 0.8% | 9.8% | 1.3%
COc1ccc(C#Cc2c(-c3ccc(OC)cc3)oc3ccc(-c4ccc(OC)cc4)cc23)cc1 | -8.0% | -2.9% | -1.1% | -8.2% | -1.3 | -16.6% | 54.7%[activator] | 6.0% | 25.6%
NC(=O)CCCn1c(C(=O)c2ccc(Cl)cc2)c2ccc([N+](=O)[O-])cc2[n+]1[O-] | -8.8% | -5.5% | -6.1% | u | 1.7 | -2.4% | -3.6% | -18.8% | -6.9%
CCOC(=O)c1sc2ccccc2c1S(=O)(=O)N1CCN(c2cccc(C)c2C)CC1 | -21.7% | -2.9% | 3.1% | -2.1% | -2.8 | 1.5% | 3.2%[57.1 µM] | 16.4%[57.1 µM] | 1.3%
Oc1ccc(-c2csc(Nc3cccnc3)n2)cc1 | -3.9% | 9.5% | -4.8% | 0.9% | 4.4 | -29.9% | 8.9% | 22.2% | 6.2%
CCCN1Cc2cccc(C(=O)NCCCOC(C)C)c2C1=O | -0.7% | -2.1% | -13.6% | 2.0% | -0.9 | 6.5% | -1.9% | 10.3% | 0.6%
Cc1cccc([C@@H]2[C@@H]3C(=O)N(Cc4ccccc4)C(=O)[C@@H]3[C@]3(Cc4ccccc4)C(=O)N(c4ccccc4)C(=O)N23)c1 | 16.0% | 0.3% | 11.3% | -0.1% | -4.1 | 31.9% | 17.0%[57.1 µM] | 40.6%[activator][57.1 µM] | 3.5%
CCN(CC(=O)NCc1cccs1)C(=O)/C=C/c1ccc(C)cc1 | -6.1% | -1.0% | -0.8% | -10.1% | -3.0 | 1.8% | -4.7% | 4.2% | 1.3%
COc1cc(-c2nnc(SCC(=O)c3cc(C)n(CC4CCCO4)c3C)o2)cc(OC)c1OC (stereo not given) | -9.0% | -8.3% | -3.6% | 1.5% | 0.6 | 9.3% | -10.7% | -3.4% | 7.8%
CCC(CC)C(=O)Nc1nnc2n1CCS2 | u | -2.6% | 2.7% | 1.1% | 2.0 | -15.5% | 3.7%[57.1 µM] | 21.6%[57.1 µM] | 4.3%
COc1ccc2cc(CCNC(=O)c3cccs3)c(=O)[nH]c2c1 | -16.5% | -2.9% | 3.9% | -5.4% | -0.9 | -14.5% | 6.4% | 22.1% | 3.1%
O=S(=O)(c1cc(Br)c(Cl)s1)N1CCCC1 | -12.3% | -2.3% | 0.4% | -2.2% | -3.2 | -3.2% | -0.8% | 8.3% | 3.8%
N#CCSc1nnc(COc2cccc3ccccc23)n1-c1ccccc1 | -13.4% | -7.5% | -1.8% | 3.7% | -1.0 | -15.2% | -3.2% | -2.1% | 4.4%
Cc1ccc(-n2nc(C)c3c(C)c(CCC(=O)NC(C)c4ccccc4)c(C)nc32)cc1 (stereo not given) | -15.5%&-11.6% | -1.8%&-3.9% | -18.8%&-7.8% | 1.4%&2.6% | -12.4&-3.4 | 6.4%&0.6% | 120.0%&46.4%[activator] | 91.5%&54.9%[activator] | -8.7%&-0.8%
COc1ccc(-n2c(SCc3nc(-c4ccc(Cl)cc4)no3)nnc2-c2ccncc2)cc1 | -22.7% | -0.9% | -4.3% | -0.8% | 0.5 | 4.2% | 3.6% | 17.1% | 0.1%
CCCNC(=O)c1ccc(COc2cccc3ccccc23)o1 | -22.0% | 1.3% | -2.8% | -1.1% | 4.8 | -19.5% | 2.8% | -25.0% | 15.0%
CN1CCN(c2ncc3c(n2)CC(c2ccccc2F)CC3=O)CC1 (stereo not given) | 0.8% | -1.3% | -0.6% | 0.7% | -0.7 | -34.5% | 3.2%[57.1 µM] | 3.6%[57.1 µM] | 0.7%
CCCN(CCC)S(=O)(=O)c1ccc(C(=O)Nc2nnc(COC)o2)cc1 | -14.3% | -2.8% | u | 0.4% | -0.9 | -21.6% | -3.6% | 17.9% | 1.5%
N#CC1=C(N)C(C#N)(C#N)C(c2cccnc2)C2CC(c3ccccc3)CC=C12 (stereo not given) | -21.5% | -11.0% | 0.4% | -18.4% | 11.5 | u | 7.5% | u | 13.1µM*
COC(=O)C1=C(C)N(CC2CC2)C(=NCc2cc(OC)c(OC)c(OC)c2)N[C@H]1c1ccccc1 | -13.5% | -4.7% | -3.4% | 1.2% | 1.3 | -28.9% | -3.9%[57.1 µM] | 4.0%[57.1 µM] | 13.2%
COCCN1Cc2cccc(C(=O)N3CCN(c4cc(C)ccc4C)CC3)c2C1=O | -19.4% | -0.8% | -16.7% | -4.6% | -6.9 | 12.7% | 2.2%[57.1 µM] | 17.5%[57.1 µM] | -6.2%
C=CCNc1nc(Cl)ncc1F | -18.1% | -7.1% | 10.0% | -2.8% | -5.0 | 10.1% | 1.9% | 9.6% | 4.0%
COc1ccc(N2CCN(S(=O)(=O)c3ccc(Cl)s3)CC2)cc1 | -17.1% | -1.3% | -22.4% | -0.4% | -4.0 | 25.2% | 7.1%[57.1 µM] | 20.5%[57.1 µM] | 2.7%
COC(=O)CNC(=O)CN1C(=O)N(c2ccc(Cl)cc2)C(N(O)C(=O)Nc2ccc(Cl)cc2)C1(C)C (stereo not given) | -25.3% | 3.1% | -2.7% | -13.6% | -3.4 | -27.6% | 9.2%[57.1 µM] | 8.7%[57.1 µM] | -1.0%
COc1ccc(NC(=O)CSc2nnc(-c3cccs3)o2)cc1 | u | 0.3% | 0.6% | -1.3% | -3.0 | 14.3% | 0.5% | 4.5% | 6.4%
O=S1OC(c2ccccc2)c2cc(Cl)ccc21 (stereo not given) | -30.6% | -1.2% | u | -2.6% | 1.9 | -44.4% | -5.4% | 30.3% | u
CSc1cccc(NC(=S)N(CCCN2CCCC(C)C2)Cc2cccs2)c1 (stereo not given) | -25.3% | -1.1% | 15.6% | 1.1% | 0.3 | -5.7% | 7.9%[57.1 µM] | 15.4%[11.4 µM] | -2.2%
COc1cccc(C(=O)N/N=C(/c2ccccc2)c2ccccn2)c1 | -23.5% | -2.7% | -5.1% | -3.5% | -5.6 | 19.1% | -1.3% | -3.9% | 2.8%
O=C(Nc1ccccn1)Nc1cccs1 | -3.8% | 7.2% | -0.1% | -6.3% | 0.0 | 4.0% | 3.4% | 21.5% | -1.1%
Cc1ccc(NC(=O)C2CCCN(c3ncnc4onc(C)c34)C2)cc1Cl (stereo not given) | -12.2% | -4.2% | -10.4% | 1.5% | -0.4 | -15.3% | -0.6% | 28.9% | 18.9%
COc1ccc(C(=O)O)cc1S(=O)(=O)Nc1cccc(C(F)(F)F)c1 | -10.9% | 1.9% | -0.6% | -0.4% | -5.4 | -24.2% | -8.1% | -2.8% | 7.9%
Cn1nnnc1SCC(=O)NCc1cc([N+](=O)[O-])ccc1O | u | 3.8% | 7.6% | 1.8% | -10.4 | 20.5% | -5.3%[57.1 µM] | -6.6%[57.1 µM] | -11.6%
